# SKN-1 block – inhibitors of C. elegans SKN-1. 0.49% of 360,000 active. C. elegans VP596 Pgst-4::GFP/RFP ratio, acrylamide-induced, 24 h. AID 624304. inhibition, % at 21.8 µM;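 active means interference check ratio from 0.5 to 1.5 plus GFP to RFP signal ratio inhibition reaching or exceeding a fixed threshold, cut at about 30% in these data, passing the limit was not always enough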; further: some compounds called inactive have numbers as strong as hits
# DNMT1 inh – blocks human DNA methyltransferase DNMT1; P26358; DNMT1 molecular beacon, Hinp1I cleavage, fluorescence; inhibition (reported as % activation of signal), % at 10 µM; 0.83% of 360,000 active; in the data active means inhibition above about 50%
# LMPTP block – blocks human LMPTP phosphatase. recombinant LMPTP-A, OMFP fluorogenic substrate, fluorescence intensity. inhibition, % at 20 µM. 0.22% of 360,000 active. AID 651560;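 active means compounds that cut the enzyme signal by at least half of the control window in the single-dose screen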;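 further: plate controls were DMSO wells with enzyme plus substrate for no effect and substrate without enzyme for full effect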
# Target sequence (P24666 whole entry, looked up): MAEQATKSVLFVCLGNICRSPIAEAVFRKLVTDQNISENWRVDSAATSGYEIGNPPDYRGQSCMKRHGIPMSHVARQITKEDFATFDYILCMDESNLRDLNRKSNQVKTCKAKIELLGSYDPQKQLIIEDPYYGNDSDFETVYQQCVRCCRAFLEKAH
#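 Assay system: LMPTP-A enzyme. Input: 0.625 nM LMPTP-A final. Probe or stimulus: 400 µM OMFP. Compound dosing: single 20 µM dose. Schedule: 50 min dark incubation at room temperature. Detection: fluorescence intensity of OMFP turnover product. Read-out: percent inhibition versus substrate-only and uninhibited controls. Benchmarks: no-enzyme low control, uninhibited high control.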
# Neddyl block – inhibitors of human cullin neddylation | P61081+Q13564 | TR-FRET cullin neddylation, biochemical | calls only at 25 µM | 0.58% of 360,000 active | AID 651699; in the data active means inhibition above about 36%
# CendR NRP1 mod – NRP-1/CendR interaction modulation; O14786; FAM-RPARPAR peptide binding to NRP-1, fluorescence polarization; AID 602438; inhibition, % at 25 µM; 0.85% of 360,000 active;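 active means inhibition or corrected inhibition above about 18%, plus a signal ratio from 0.5 to 1.5, limit read from the data, passing the limit was not always enough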; further: strong numbers were not always called active
# NadD inh – blocks S. aureus nicotinate mononucleotide adenylyltransferase; purified NadD enzyme, colorimetric absorbance read-out; 0.78% of 360,000 active; AID 602399; inhibition, % at 20 µM; in the data active means inhibition above about 26%; further: some compounds past the cut are filed as inactive
# TbMetRS inhib – blocks T. brucei methionyl-tRNA synthetase activity | inhibition, % at 11.9 µM | purified T. brucei MetRS, ATP depletion, Kinase-Glo luminescence | AID 624268 | 0.4% of 360,000 active;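 active means inhibition above a per-plate cutoff of the control wells' mean inhibition plus 3 SD, cut at about 5.5% in these data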;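 further: 0% = DMSO wells median and 100% = median of wells with control inhibitor compound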
#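 Material: T. brucei methionyl-tRNA synthetase, purified; reagent: substrates ATP, L-methionine and bulk Escherichia coli tRNA; dosing: 11.9 µM single point; timing: 15 min plus 2 h at 25 °C; detection: luminescence of leftover ATP; evaluation: % inhibition; control set: DMSO-only wells as low control; replicates: singlicate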
# Scp-1 inhibitor – Scp-1 (human) phosphatase inhibition; inhibition, % at 20 µM; AID 493091; Recombinant Scp1, phosphopeptide, malachite green phosphate absorbance; 0.88% of 340,000 active; Q9GZU7;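 active means inhibition above about 50% at 20 µM, limit read from the data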;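 further: plate controls were DMSO wells with enzyme for no effect and wells lacking enzyme for full effect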
# Target sequence (Q9GZU7 76-261 limits assumed): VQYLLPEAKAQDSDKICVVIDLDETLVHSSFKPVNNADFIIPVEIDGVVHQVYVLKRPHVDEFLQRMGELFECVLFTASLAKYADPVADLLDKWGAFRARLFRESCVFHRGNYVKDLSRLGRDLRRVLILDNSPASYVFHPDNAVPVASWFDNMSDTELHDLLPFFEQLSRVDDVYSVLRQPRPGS
#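 assay system = SCP-1 phosphatase catalytic domain, residues 76-261 | buffer or medium = 50 mM Tris acetate pH 5.5, 0.005% Tween-20, 10 mM MgCl2 | incubation = enzyme reaction 45 min at room temperature, colour 5 min, stabilisation 30 min | signal = Phosphate-binding colour reagent, absorbance read at 630 nm | measure = % inhibition at 20 µM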
# SUMO1-SIM PPI – alters human SUMO1 binding to SIM partners. inhibition, % at 20 µM. SUMO1 binding to a labelled peptide, TR-FRET, 1 h. 0.33% of 360,000 active; in the data active means inhibition above about 37%
# Target sequence (P63165 whole entry, looked up): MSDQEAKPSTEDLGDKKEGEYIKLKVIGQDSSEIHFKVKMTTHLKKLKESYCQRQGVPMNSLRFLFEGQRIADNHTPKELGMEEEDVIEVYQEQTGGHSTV
# STEP block – blocks human striatal-enriched tyrosine phosphatase; P54829; recombinant STEP, OMFP fluorogenic substrate, fluorescence; inhibition, % at 20 µM; 0.25% of 360,000 active; AID 588621;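 active means inhibition at 20 µM, scaled per plate between control wells, above about 37%, limit read from the data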;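 further: 0% = DMSO with enzyme and substrate and 100% = substrate only without enzyme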
# Target sequence (P54829 whole entry, looked up): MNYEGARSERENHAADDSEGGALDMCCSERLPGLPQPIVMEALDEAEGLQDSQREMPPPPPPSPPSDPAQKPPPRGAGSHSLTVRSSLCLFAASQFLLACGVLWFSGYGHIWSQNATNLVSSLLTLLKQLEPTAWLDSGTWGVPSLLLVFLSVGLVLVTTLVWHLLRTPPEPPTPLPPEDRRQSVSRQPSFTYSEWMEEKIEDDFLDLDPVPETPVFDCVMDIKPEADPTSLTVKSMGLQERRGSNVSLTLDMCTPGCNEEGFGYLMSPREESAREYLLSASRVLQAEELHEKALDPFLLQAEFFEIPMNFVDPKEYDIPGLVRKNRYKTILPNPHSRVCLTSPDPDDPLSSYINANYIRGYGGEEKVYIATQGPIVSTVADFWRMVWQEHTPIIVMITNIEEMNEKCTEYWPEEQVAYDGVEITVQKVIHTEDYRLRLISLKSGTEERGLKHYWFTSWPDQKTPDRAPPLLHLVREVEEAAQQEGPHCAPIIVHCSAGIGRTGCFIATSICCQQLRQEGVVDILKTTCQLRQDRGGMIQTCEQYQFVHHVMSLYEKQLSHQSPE
#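 System: STEP (striatal-enriched tyrosine phosphatase) enzyme, cell-free; medium: Bis-Tris pH 6.0 buffer with DTT, detergent; dosing: 20 µM, 1% DMSO; times: reaction 20 min, ambient temperature; detection: fluorescence, 480/540 nm; read-out basis: normalized % inhibition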
# Starred values were filed as active, the others as inactive; i = inactive; / = not tested or not shown; + = active, no number.
SMILES,SKN-1 block,DNMT1 inh,LMPTP block,Neddyl block,CendR NRP1 mod,NadD inh,TbMetRS inhib,Scp-1 inhibitor,SUMO1-SIM PPI,STEP block
O=C(O)c1ccc(COc2ccc([N+](=O)[O-])cc2)o1,-12,2,-1.4,i,4,-8,-0.2,0,-23,0
CN1C/C(=C/c2ccsc2)C(=O)/C(=C/c2ccsc2)C1,9,4,-0.4,i,-1,8,0.4,-10,-7,3
COc1cc(CNc2ccc3[nH]c(=O)[nH]c3c2)cc(Cl)c1OCC(=O)NC(C)(C)C,2,-14,-0.4,/,-13,7,-0.8,0,4,-1
COc1cccc(NC(=O)CCCNC(=O)Cn2cnc3sc(C)c(C)c3c2=O)c1,1,4,-1.9,i,4,-7,-0.5,2,-2,-2
Nn1cnnc1N/N=C/c1cccc(Cl)c1Cl,1,-2,-0.2,i,1,2,0.2,-2,-8,-2
CC(=O)c1sc(NC(=O)c2ccc(Br)o2)nc1C,11,1,0.2,i,-7,6,0.2,-5,-12,-3
Cc1ccccc1NC(=S)N1CCN(c2ccccc2)CC1,-5,1,-1.3,i,22,-3,0.8,0,4,2
Cc1ccc(C)c(C(C)NC(=O)c2ccccc2Br)c1 (stereo not drawn),-5,-3,-0.4,i,3,-2,-0.3,-8,5,0
COC(=O)[C@@]12C[C@@H](CC(=O)NCCCN3CCCC3=O)C(=O)N(Cc3cccc4ccccc34)C1=CCC(C)(C)C2,9,/,0.6,i,1,/,-0.8,/,-3,/
COc1ccccc1OCCC(=O)OCCN1C(=O)c2ccccc2C1=O,-23,0,7.5,i,-3,3,0.3,6,-2,1
COC(=O)c1ccc2nc(NC(=O)C3CCCCC3)sc2c1,2,-3,1.6,i,7,0,-0.2,-7,-2,-4
Cc1cc(Br)ccc1OCC(=O)NNC(=O)c1cnccn1,15,-1,-2.3,i,1,4,-0.3,-1,-2,-3
C=C(C)C(=O)Nc1cccc(C2=NOC3(C2)C[C@@H](C(N)=O)N(C(=O)C2(C)CC2)C3)c1 (stereo partly drawn),2,106*,0.0,i,-79,-7,-0.1,75*,91*,13
COc1cc(/C=N/Nc2cc(C)nc(N)n2)ccc1O,1,0,32,i,-9,-7,0.5,-15,14,-2
C/C(=N\NC(=O)C(O)(c1ccccc1)c1ccccc1)c1ccc(C)o1,5,-7,-0.4,i,7,0,0.0,-6,0,-1
Cc1ccc(S(=O)(=O)N2CCN(C(=O)C3CCN(C(=O)c4ccccc4C)CC3)CC2)cc1C,-8,36,-1.4,i,15,-1,-0.2,-6,-5,2
O=C(c1ccc2c(c1)OCO2)N1CCN(c2ccc(Cl)cc2)CC1,-3,2,-0.5,i,-8,11,-1.4,2,2,-3
CCCCNC(=O)CSc1nnc(-c2ccc(S(=O)(=O)N3CCCC3)cc2)n1C,1,-1,-0.9,i,-2,-4,-1.5,-3,-3,0
CCN1CCn2c3c(c4cc(C)ccc42)CCCC31 (stereo not drawn),-2,2,0.8,i,8,-1,-1.7,0,2,-2
CCCCNC(=O)N1CCCC(C(=O)c2cc(C)c(OC)c(C)c2)C1 (stereo not drawn),8,-1,-0.5,i,-10,-11,0.3,-10,-2,2
CCOCCCNC(=O)c1ccc2c(c1)N(CC)C(=O)c1ccccc1S2=O (stereo not drawn),6,1,-0.9,i,11,-5,-0.2,-8,-3,-2
CN(c1ccccc1C(=O)NCc1ccco1)S(C)(=O)=O,2,29,0.9,i,-5,8,-0.6,18,3,-2
O=c1c(=Nc2ccccc2O)c(=O)c2ccccc12,-1,-18,2.4,i,4,6,-0.1,-9,-5,3
COc1ccc(CNC(=O)C(C)N(Cc2ccccc2OC)C(=O)c2snc(C(N)=O)c2N)cc1 (stereo not drawn),-1,-2,0.4,i,-4,4,-0.2,-5,-14,2
c1csc(-c2nn3c(Cn4nnc5ccccc54)nnc3s2)c1,1,3,-0.2,i,5,2,-0.3,-4,-7,4
O=C(O)C(Cc1ccc(Cl)cc1)NS(=O)(=O)c1ccc(Cl)cc1 (stereo not drawn),2,-3,-1.8,i,0,-6,-0.5,-3,-3,-1
CC1CN(Cc2ccccc2)c2ccccc2NC1=S (stereo not drawn),4,-4,0.6,i,-5,4,-0.6,1,-2,-2
Cc1ccc2nc(-c3ccccc3)cc(C(=O)N(C)CC(=O)Nc3ccccc3Br)c2c1,3,-3,0.8,i,-5,1,0.2,-3,-5,0
COc1ccc(-c2nnc(SCC(=O)c3cc(C)n(Cc4cccs4)c3C)o2)cc1,-37,37,1.8,i,4,0,-0.2,-2,-2,2
Cc1ccc(S(=O)(=O)N2C(=O)C(c3ccccc3)SC2=Nc2ccccc2)cc1 (stereo not drawn),0,3,3.6,i,-9,4,-0.5,-8,5,2
Cc1cc(NC(=O)c2cccc(S(=O)(=O)N3CCCCC3)c2)no1,1,4,-0.8,i,4,-6,0.0,-10,3,4
C/C=C(/CCC1NCCc2c1[nH]c1ccccc21)[Si](C)(C)C (stereo not drawn),13,0,1.2,i,-20,11,0.3,12,-12,1
CCN(/C=N/S(=O)(=O)c1ccc(Cl)cc1)CC,-6,-1,-1.0,i,10,-2,0.2,-6,0,5
COc1ccc(S(=O)(=O)N(C)C[C@H]2Oc3ccc(NC(=O)Nc4ccc5c(c4)OCO5)cc3CC(=O)N([C@@H](C)CO)C[C@@H]2C)cc1,-11,-22,0.0,i,-3,2,0.6,4,4,3
COc1ccc2oc(C(=O)OCC(=O)N3CCC(C)CC3)c(C)c2c1,9,0,0.3,/,13,-4,-0.6,-7,-4,-1
CCOc1ccc2c(c1)[N+](C)(C)C(C)(C)C=C2C,9,-4,0.0,i,11,5,1.3,48,2,-1
CCCCCC(=O)Nc1ccc(S(=O)(=O)Nc2nccnc2OC)cc1,0,9,-0.1,i,-3,4,-0.1,-4,2,-2
CCCN1CC(=O)N2C(c3ccccc3)c3[nH]c4ccccc4c3C[C@H]2C1=O (stereo partly drawn),2,-12,-1.8,i,4,7,0.7,-2,2,0
CCOCCCNC(=O)CN1C(=O)NC(Cc2c[nH]c3ccccc23)C1=O (stereo not drawn),-21,3,-1.7,i,3,-6,-0.4,-10,-2,2
CN1CCC(=NNC(=O)C(=O)Nc2cccc(Br)c2)CC1,3,1,-4.5,i,0,2,-0.1,-5,4,2
COc1ccc(OC)c(NC(=O)C(CCSC)NS(=O)(=O)c2cccs2)c1 (stereo not drawn),-7,-1,-0.4,i,1,-10,-0.2,-9,0,4
Cc1cc(Nc2ccc(F)cc2C)n2ncnc2n1,1,2,-1.8,i,-5,-4,-0.1,-4,-1,-5
COc1ccc(NC(=O)CSc2nnc(C3CC3)n2C)cc1S(=O)(=O)N1CCCCC1,-8,-2,-1.0,i,15,2,-0.3,-10,2,2
CN(C)Cc1c(C(=O)Nc2ccccc2)[nH]c2ccccc12,1,4,12,i,-2,-4,-0.1,-2,1,1
O=c1cc(CO)oc(CN2CCCC2)c1O,8,1,-1.2,i,-5,-4,0.3,7,-2,0
N#C/C(Cn1c[n+](NC(=O)Nc2ccccc2)cn1)=N/O,-31,-2,-2.4,i,4,-2,-0.2,3,1,0
CC1CN(CC(O)COc2ccccc2C(C)(C)C)CC(C)O1 (stereo not drawn),-27,-4,-1.4,i,-6,2,-0.5,-4,-2,3
O=C(NNS(=O)(=O)c1ccccc1C(F)(F)F)c1cccc(S(=O)(=O)Nc2ccccc2Cl)c1,1,2,0.2,i,-3,1,-0.1,-14,15,-1

# Compound profiles (already shown). Order of screens: SKN-1 block	DNMT1 inh	LMPTP block	Neddyl block	CendR NRP1 mod	NadD inh	TbMetRS inhib	Scp-1 inhibitor	SUMO1-SIM PPI	STEP block
# Shown for CC(=O)c1sc(NC(=O)c2ccc(Br)o2)nc1C : 11	1	0.2	i	-7	6	0.2	-5	-12	-3
# Shown for Cc1ccccc1NC(=S)N1CCN(c2ccccc2)CC1 : -5	1	-1.3	i	22	-3	0.8	0	4	2

# (cont.)
SMILES,SKN-1 block,DNMT1 inh,LMPTP block,Neddyl block,CendR NRP1 mod,NadD inh,TbMetRS inhib,Scp-1 inhibitor,SUMO1-SIM PPI,STEP block
O=C(NCCCn1ccnc1)c1nc(Cn2ccc([N+](=O)[O-])n2)no1,-3,-1,-1.7,i,6,-4,-0.9,-8,-8,0
COc1ccc(NC(=O)c2cn(C)c(=O)c3cc(OC)c(OC)cc23)cc1OC,-11,2,0.3,i,18,4,-0.8,-5,0,1
CCN1c2ccccc2NC2N=C(OC)C(c3ccccc3)C21 (stereo not drawn),14,1,0.3,i,-18,7,-0.6,-3,-7,-5
COc1ccc(OC)c(NC(=O)c2ccc(NS(C)(=O)=O)cc2)c1,-4,-5,-0.2,i,10,-1,0.5,-8,0,1
N/C(COc1ncn(-c2ccccc2)n1)=N\S(=O)(=O)c1ccccc1,4,0,-2.1,i,0,-4,-1.2,-3,0,2
NC(=O)c1nn(-c2ccccc2)nc1NC(=O)CN1CCCCC1,6,-1,-1.7,+,-5,-4,0.5,-14,1,-4
COc1cccc(C2C(C(=O)c3ccc(C)o3)=C(O)C(=O)N2CCN2CCOCC2)c1 (stereo not drawn),9,-1,-1.3,i,8,8,-0.3,-2,-11,-1
Cc1cc(C)n(CCCNC(=O)Cn2nnnc2CN2C[C@@H](C)O[C@@H](C)C2)n1,6,-2,-0.8,i,-10,1,-0.3,-2,0,-2
CC1Cc2ccccc2N1C(=O)c1ccc2c(c1)OCO2 (stereo not drawn),-17,2,-1.2,i,-4,-2,-0.1,-2,-2,-1
COc1ccccc1C1(O)C(=O)Nc2ccc(C)cc21 (stereo not drawn),16,2,-1.1,i,6,-4,-0.9,-6,1,1
CC1CN(C(=O)COC(=O)c2ccc(Cl)nc2)CC(C)O1 (stereo not drawn),-4,2,-2.1,i,0,-6,-1.0,-4,1,-2
CCOc1ccc(C(=O)NCCn2cc(SCC(=O)Nc3cc(C)on3)c3ccccc32)cc1,-2,-8,-1.5,i,-15,-4,-1.4,-7,7,-3
CC1(C)CC(CCNC(=O)CCl)(c2ccccc2)CCO1 (stereo not drawn),2,2,-1.4,i,26*,-5,-0.5,2,0,3

# Three entries picked at random from the list so far, as already listed:
SMILES,SKN-1 block,DNMT1 inh,LMPTP block,Neddyl block,CendR NRP1 mod,NadD inh,TbMetRS inhib,Scp-1 inhibitor,SUMO1-SIM PPI,STEP block
Cc1cc(NC(=O)c2cccc(S(=O)(=O)N3CCCCC3)c2)no1,1,4,-0.8,i,4,-6,0.0,-10,3,4
Nn1cnnc1N/N=C/c1cccc(Cl)c1Cl,1,-2,-0.2,i,1,2,0.2,-2,-8,-2
CCCN1CC(=O)N2C(c3ccccc3)c3[nH]c4ccccc4c3C[C@H]2C1=O (stereo partly drawn),2,-12,-1.8,i,4,7,0.7,-2,2,0

# High-throughput results deposited in PubChem by several laboratories.
